MITF TRPM1 inh: MITF TRPM1 promoter inhibition in SK-MEL-5 cells; SK-MEL-5 TRPM1 promoter luciferase, 24 h; inhibition, % at 12.5 µM; 330,000 compounds, 0.83% hits;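 active = mean inhibition across replicates of 60% or more, whatever share of single replicates reaches that level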; also: values of inactives mirror those of a sister screen read the other way
Shn3 inh set2: inhibitors of Schnurri-3 3'UTR reporter in osteoblasts | 360,000 compounds, 0.52% hits | inhibition, % at 12.5 µM | AID 588674 | Clone20 osteoblast Shn3 3'UTR firefly luciferase, 24 h;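 active = mean inhibition of at least 75% with every replicate also reaching 75%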;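 also: 0% = median of neutral control wells and 100% = pilot-screen positive control compound; some compounds past the cut are filed as inactive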
TWEAK Fn14 block: TWEAK-Fn14 signaling inhibition. TWEAK-stimulated Fn14 reporter cells, luciferase luminescence, 8 h. AID 1159606. 360,000 compounds, 2% hits. inhibition, % at 10 µM; in the data active = inhibition above about 50%
KKLEB tox: counter-screen for CF NF-kB inhibitors: cytotoxicity. 360,000 compounds, 0.36% hits. activity change (cytotoxicity), % at 5 µM. KKLEB CF airway cells viability, ATPlite luminescence, overnight; active compounds read low; cells stimulated with P. aeruginosa culture filtrate. AID 602141;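 active = corrected activity change at or below -50% at 5 µM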
iPSC survival up: hiPSC single-cell survival enhancement | ATPlite luminescence; 100% = ROCK inhibitor wells, 0% = DMSO | survival enhancement, % at 20 µM | 360,000 compounds, 0.044% hits; in the data active = survival enhancement above about 18%;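 also: cells exposed to compounds for 16 hours before the ATP read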
CF NFkB inh: inhibitors of cystic fibrosis induced NF-kB; KKLEB NF-kB-GFP reporter, PAF-induced, GFP fluorescence overnight; 360,000 compounds, 0.86% hits; inhibition, % at 5 µM;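 active = at least 50% inhibition at 5 µM, scaled per plate between neutral and stimulator controls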;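 also: PAF is a Pseudomonas aeruginosa culture filtrate used as stimulus; plate controls were PAF-stimulated DMSO wells for no effect and unstimulated DMSO wells for full effect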
HIF-2a block: HIF-2a inhibition | inhibition, % at 18.8 µM | 786-0 RCC cells HIF-2a reporter, luciferase luminescence, overnight | 360,000 compounds, 0.72% hits;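 active = inhibition of the luminescence signal of 40% or more relative to plate controls, in a single-dose primary screen at 18.75 µM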
NR2E3 ag-1: NR2E3 (human) agonism | AID 2300 | GST-NR2E3/biotin-RetCOR TR-FRET, 1536-well | Q9Y5X4 | 320,000 compounds, 0.12% hits | inhibition of corepressor binding, % at 4.78 µM;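 active = percent inhibition above the cutoff of mean plus 3 SD of all tested compounds, set per screening campaign, cut at about 20% in these data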;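 also: 0% = DMSO wells and 100% = biotin wells as full block of FRET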
Target sequence (Q9Y5X4 whole entry, looked up): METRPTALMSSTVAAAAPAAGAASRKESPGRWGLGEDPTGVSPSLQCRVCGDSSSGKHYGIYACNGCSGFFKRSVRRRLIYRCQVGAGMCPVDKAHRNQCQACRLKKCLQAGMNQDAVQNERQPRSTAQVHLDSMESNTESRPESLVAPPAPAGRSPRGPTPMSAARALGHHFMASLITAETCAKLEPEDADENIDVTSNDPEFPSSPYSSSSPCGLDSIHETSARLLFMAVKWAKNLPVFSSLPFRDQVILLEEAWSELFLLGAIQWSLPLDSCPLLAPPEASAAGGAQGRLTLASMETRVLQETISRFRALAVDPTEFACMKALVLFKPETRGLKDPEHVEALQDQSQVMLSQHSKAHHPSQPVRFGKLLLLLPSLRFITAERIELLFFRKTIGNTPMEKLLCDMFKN
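Material – GST-tagged NR2E3 plus biotinylated RetCOR corepressor · Quantity – NR2E3 fusion 1.35 nM · Times – 5 h incubation at 4 °C · Medium – pH 7.5 Tris-based buffer · Technique – TR-FRET, Eu(K)-anti-GST donor, streptavidin-D2 acceptor, ex 340, em 617/671 nm · Benchmarks – high control biotin, low control 0.6% DMSO · Format – 1536-well plates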
aDG glyco act: alpha-DG glycosylation activation; activation, % at 10 µM; 360,000 compounds, 0.22% hits; AID 624168; Pro5-aDG cells, alpha-DG glycosylation AlphaScreen (IIH6); 0% Pro5, 100% B10-LARGE cell signal;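 active = activation of at least 8% versus controls, or a plate z-score of at least 8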;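 also: Pro5 are CHO cells carrying HIG-tagged alpha-DG that lacks glycosylation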
Peg3 promoter: inhibitors of Peg3 promoter; HeLa PEG-Prom luciferase reporter, luminescence, overnight; inhibition, % at 20 µM; 360,000 compounds, 1.7% hits;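 active = inhibition of at least 50% at 20 µM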
NR2E3 ag-2: agonists of human NR2E3 nuclear receptor. 360,000 compounds, 0.35% hits. CHO-S Gal4-NCOR/VP16-NR2E3 two-hybrid, luciferase. inhibition of corepressor binding, % at 3.98 µM. Q9Y5X4. AID 602229;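 active = inhibition above the mean of all tested compounds plus 3 SD, cut at about 70% in these data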;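 also: 0% = DMSO with NR2E3 transfected cells and 100% = cells lacking NR2E3 construct; higher means lower luciferase signal from less NR2E3 corepressor binding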
* hit, by the source's call; nt = no result given.

| Structure | MITF TRPM1 inh | Shn3 inh set2 | TWEAK Fn14 block | KKLEB tox | iPSC survival up | CF NFkB inh | HIF-2a block | NR2E3 ag-1 | aDG glyco act | Peg3 promoter | NR2E3 ag-2 |
| --- | --- | --- | --- | --- | --- | --- | --- | --- | --- | --- | --- |
| Cc1ccc(N=Cc2cc(C)n(C3CCCC3)c2C)cc1 | -10.7 | -32.8 | -3.4 | 16.7 | -1.5 | -10.3 | -38.5 | 1.4 | -0.2 | -19.7 | -13.7 |
| CCC(C)[C@H](NC(=O)[C@H](Cc1ccccc1)n1c(=O)[nH]c2ccccc2c1=O)C(=O)NCC1CCC(C(=O)O)CC1 (stereo not given in full) | 0.3 | -9.6 | -9.2 | -11.4 | 1.2 | 12.4 | 17.2 | 2.4 | 0.1 | -8.6 | -9.4 |
| CS(=O)(=O)Nc1ccc2c(c1)[C@H]1C[C@H](CC(=O)NCc3ccccc3)O[C@H](CO)[C@H]1O2 | nt | 8.0 | 3.5 | -9.9 | 1.0 | 1.7 | -3.1 | nt | -0.2 | 6.0 | 9.1 |
| NS(=O)(=O)c1ccc(N/N=C/c2ccccc2Br)cc1 | -16.3 | -17.3 | -34.2 | 6.6 | -0.2 | -22.5 | -187.9 | 0.3 | 0.3 | -120.0 | -37.1 |
| CCc1ccc(NC(=O)COc2cccc(-n3cnnn3)c2)cc1 | -10.7 | -4.8 | -27.2 | -2.2 | -0.4 | -5.4 | -30.9 | -1.0 | 0.2 | -13.0 | 0.7 |
| CC(=O)c1ccc(NC(=O)C(Cc2ccccc2)n2cccc2)cc1 (stereo not given) | -9.6 | 2.9 | 13.8 | -2.1 | 0.1 | -6.3 | 0.6 | -5.0 | 0.0 | 8.3 | 16.5 |
| COc1cccc(OCc2cc(C(=O)N(C)Cc3nc4ccccc4[nH]3)no2)c1 | -60.3 | -32.6 | -12.9 | -8.6 | -0.4 | -3.8 | -218.1 | -3.4 | 1.0 | -242.7 | -60.6 |
| CC(C)(C)NC(=O)CSc1nc(N)c(-c2ccccc2)c(=O)[nH]1 | -11.5 | 48.1 | 9.9 | -7.8 | 2.4 | -15.1 | 14.6 | -0.2 | -0.1 | 9.4 | 10.6 |
| O=C(Nc1ccc(F)cc1)c1cc(S(=O)(=O)N2CCCCC2)cs1 | 8.7 | 45.2 | 30.8 | -2.8 | -1.8 | -2.5 | 4.3 | -1.6 | 0.9 | 14.5 | -32.9 |
| O=C(CN1C(=O)c2ccccc2C1=O)NCc1ccccn1 | -1.4 | -0.2 | -6.5 | -2.5 | 3.9 | -12.9 | 10.8 | 1.0 | 0.0 | 15.6 | -24.7 |
| CC(C)CC(=O)Nc1ccc(-c2cn3cccnc3n2)cc1 | nt | -44.8 | 1.4 | -1.5 | 1.2 | 14.2 | -158.7 | 3.5 | 0.0 | -151.1 | -51.2 |
| O=C(CSc1nnc(SCc2ccccc2Cl)s1)N/N=C/c1c[nH]c2ccccc12 | 11.3 | 17.8 | 64.2* | -2.9 | -3.1 | 18.0 | -134.2 | -3.1 | 1.3 | -71.5 | -23.0 |
| COCCCNC(=O)/C(C#N)=c1\s/c(=C\c2ccccc2OC(F)F)c(=O)n1CCCOC | -0.5 | 4.0 | -13.1 | 8.4 | 3.1 | -17.9 | 11.2 | 6.0 | -0.3 | 0.3 | -8.5 |
| O=S(=O)(Nc1cccc(-c2nnco2)c1)c1ccc(F)cc1F | nt | -108.1 | 15.2 | 7.5 | -0.3 | 13.6 | 16.6 | 0.8 | -0.1 | 5.4 | -0.4 |
| O=C(Cn1nnc(-c2ccc(Cl)cc2)n1)NC1CCN(Cc2ccccc2)CC1 | 10.0 | -11.4 | 10.6 | 5.9 | -1.3 | -8.7 | 8.5 | 0.9 | 0.2 | 3.5 | 13.3 |
| CCOC(=O)c1cnc2c(C)cccc2c1Nc1cccc(C(=O)O)c1 | -4.5 | -13.9 | -9.3 | 6.5 | -0.4 | 7.1 | 26.8 | 3.5 | 0.0 | 22.9 | -41.5 |
| Cc1ccc(CN2CCSc3ccc(C(=O)NCCCN4CCOCC4)cc32)cc1 | -14.6 | 12.2 | -7.2 | -19.3 | -0.5 | 18.8 | 10.3 | -1.1 | -0.1 | 17.8 | -37.6 |
| COCCOC(=O)C1=C(N)OC2=C(C(=O)CCC2)C1c1cccnc1 (stereo not given) | 4.2 | -10.3 | 3.0 | -12.2 | 1.6 | -4.6 | 14.3 | 2.4 | -0.3 | -13.7 | -16.8 |
| CN(C)CCCN(C(=O)c1ccc(S(=O)(=O)N2CCCCCC2)cc1)c1nc2c(F)cccc2s1 | 0.5 | 6.9 | -18.3 | -5.8 | 0.0 | -12.0 | 1.5 | 1.7 | 0.0 | -2.1 | 22.6 |
| COC(=O)C1NN=C(C(=O)c2ccc(Br)cc2)C1c1cccc(Br)c1 (stereo not given) | -5.6 | 5.0 | 48.4 | 5.5 | 2.6 | 13.5 | 23.5 | 1.1 | 0.4 | 20.1 | -7.7 |
| OCCCc1nc2ccccc2[nH]1 | -9.5 | -9.3 | -11.7 | -3.0 | -0.5 | -3.4 | -2.0 | -1.5 | 0.5 | -0.5 | -5.1 |
| Cc1ccc(S(=O)(=O)NCc2n[nH]c(=S)n2C)cc1 | -5.1 | -14.5 | -5.8 | 6.1 | -2.2 | 14.1 | 11.5 | 4.2 | 0.0 | -4.7 | -16.8 |
| O=C(CSCC(=O)N1CCN(c2ccccc2)CC1)Nc1nc(-c2ccc(Cl)s2)cs1 | nt | 29.2 | 72.0* | -21.8 | -2.4 | 8.0 | -139.0 | -1.2 | 0.0 | -30.8 | -50.2 |
| COc1cccc2cc(C(=O)N(C)C3CCN(C)CC3)c(=O)oc12 | 1.3 | 4.9 | 27.8 | -13.1 | 1.0 | 10.6 | 9.2 | -7.1 | 0.0 | 1.9 | -7.7 |
| COc1ccc(/C=N/n2c(SC)nnc(C(C)(C)C)c2=O)cc1 | -3.5 | 4.0 | 14.2 | 8.7 | -0.2 | -10.7 | 18.0 | 2.4 | -0.2 | 0.8 | 5.0 |
| O=C(Cc1ccccc1[N+](=O)[O-])NCC1(c2cccc3c2OCO3)OCCO1 | -1.5 | -6.4 | -4.6 | -13.2 | -1.5 | 2.0 | 21.6 | nt | -0.1 | 7.9 | 9.5 |
| O=C(NN=C1CCCCCCC1)C(=O)NC1CCCCC1 | -6.6 | -15.2 | -26.2 | 2.5 | 10.4 | -1.1 | -18.2 | 1.6 | -0.1 | 9.8 | -15.1 |
| Cc1nc2ccccn2c1C(=O)N/N=C/c1cc(C)n(-c2ccc(Cl)cc2)c1C | 8.2 | 12.7 | -8.3 | -4.3 | 2.5 | -1.5 | 13.4 | 2.9 | 0.1 | -1.8 | 9.9 |
| O=C1CCCN1CCC1CCN(C(=S)Nc2ccc(F)cc2)CC1 | -7.8 | 7.2 | 12.3 | -11.5 | 0.9 | -11.1 | -4.5 | 2.2 | -0.3 | 4.6 | 1.3 |
| Cc1cc(Cl)ccc1OC(C)C(=O)NN=C1CCCCCC1 (stereo not given) | 2.8 | -17.9 | 28.6 | -2.3 | 0.0 | -4.9 | 3.9 | -1.8 | 0.0 | 2.6 | -10.8 |
| CC1(C(=O)NS(=O)(=O)Cc2cccc(Cl)c2)CCN1C(=O)CC1CCCC1 (stereo not given) | nt | -10.3 | -9.9 | -21.0 | 0.1 | 8.7 | 5.5 | nt | -0.3 | -9.5 | -3.5 |
| CCc1ccc2nc(N(CCN(C)C)C(=O)c3ccc4ccccc4c3)sc2c1 | -20.3 | -37.0 | -11.7 | -0.3 | 0.1 | 17.2 | -38.6 | -0.1 | -0.2 | -84.8 | -43.3 |
| Cc1ccc(NC(=O)CSCC(=O)O)c(C)c1 | -4.0 | 1.5 | -2.4 | -0.1 | -0.9 | -7.8 | 12.2 | 1.7 | 0.0 | 1.2 | -3.5 |
| CN(Cc1ccccc1)C(=O)CCn1c(=O)c2cccn2c2cccnc21 | -1.1 | -7.0 | -3.2 | 7.8 | -0.3 | 2.0 | -4.1 | 1.9 | -0.1 | 6.9 | 1.5 |
| CCn1c(SCC(=O)c2ccccc2)nc2c(c1=O)SC(C)C2 (stereo not given) | 4.8 | -1.5 | -25.6 | -3.6 | 1.8 | 5.3 | -8.5 | 5.2 | -0.2 | 4.6 | 23.5 |
| COCCN1C(=O)c2ccccc2C(C(=O)N2CCN(c3ccccn3)CC2)C1c1ccc(F)cc1 (stereo not given) | -5.2 | -7.2 | 11.5 | -1.0 | -1.3 | 3.6 | 18.3 | nt | 0.1 | 15.4 | -15.0 |
| CC1CCN(c2ccccc2NC(=O)c2ccc(C#N)cc2F)CC1 | 10.7 | 4.1 | -13.1 | -2.5 | -0.4 | 0.1 | -17.4 | 1.4 | 0.6 | -17.5 | 14.5 |
| CC(=O)Nc1nc(C)nc(-c2ccccc2)c1C(C)=O | -9.6 | 13.1 | 9.7 | 9.4 | 1.6 | -2.0 | 22.6 | 3.8 | -0.1 | -10.6 | -9.0 |
| CCOC(=O)c1sc(NC(=O)CSc2nccc(C)n2)c(C#N)c1C | 3.5 | 33.6 | -31.9 | -16.0 | 3.2 | 23.7 | 8.1 | -0.6 | -0.3 | 14.4 | 3.1 |
| COC(=O)c1cc(CN2CCN(c3ccccc3C)CC2)ccc1O | -7.6 | 14.6 | 3.5 | -15.3 | -1.3 | 1.8 | -10.5 | 0.3 | -0.2 | 8.0 | -32.0 |
| Cc1c(N=O)c(-c2ccccc2)n(O)[n+]1[O-] | nt | 0.5 | 3.5 | 0.4 | 3.6 | 12.8 | 7.1 | nt | 0.5 | -2.0 | 17.1 |
| CCCCC(=O)Nc1ccc(C(=O)NNC(=O)c2ccco2)cc1 | 1.3 | -0.8 | -3.5 | -4.4 | 3.7 | -8.4 | -12.3 | -1.0 | 0.1 | -15.2 | 13.4 |
| CCOc1ccc(N2CC(C(=O)Nc3cccc(S(=O)(=O)N4CCCC4)c3)CC2=O)cc1 (stereo not given) | 6.5 | 3.0 | 18.8 | 8.5 | -0.6 | -17.8 | 1.1 | 1.9 | 0.2 | 6.6 | 8.1 |
| COc1cc(NC(=O)CCN2CCN(CCO)CC2)cc(OC)c1 | 16.8 | -22.7 | 1.5 | -5.3 | -0.8 | -6.7 | 18.9 | -2.0 | 0.0 | 22.7 | -17.2 |
| Cc1cc(NC(=O)Cc2cccs2)nn1CC(=O)NCc1ccco1 | -4.8 | -12.9 | 12.7 | -4.4 | 15.8 | 8.5 | 2.9 | 1.5 | -0.1 | 1.1 | -2.4 |
| CCCCCN(C(=O)CCC(=O)OCc1cc(C(C)=O)ccc1OC)c1c(N)n(CCCC)c(=O)[nH]c1=O | 5.0 | -15.5 | -0.4 | 18.2 | -0.5 | -11.6 | -0.4 | -0.3 | 0.4 | -21.9 | -5.1 |
| COc1cc(C)c(S(=O)(=O)NC2CC(C)(C)NC(C)(C)C2)cc1C | -7.6 | -14.4 | -9.8 | 0.3 | 3.5 | 8.0 | 17.4 | 2.0 | -0.1 | 7.1 | -3.4 |
| COc1ccc(C)cc1S(=O)(=O)N(C)CC(N)=O | 7.3 | -7.5 | 0.5 | -4.2 | -0.5 | 6.1 | 21.9 | 0.2 | -0.3 | 8.6 | 2.3 |
